MT1-MMP act inh = blocks activation of human MT1-MMP; 360,000 compounds, 0.061% hits; HT1080 RFP-PRO-GFP cells, GFP/RFP ratio fluorescence, overnight; percent of plate control window, DMSO zero; P50281; GFP/RFP ratio change, % at 20 µM; AID 651647;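 active = GFP/RFP ratio change of at least 30% with cell ATP level not reduced by more than half and red fluorescence within 50% of control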; also: strong numbers were not always called active
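Assay system: HT1080 cells carrying an RFP-PRO-GFP reporter | Dosing: Single dose of 20 µM compound, 1% DMSO final | Incubation: Cells overnight before dosing, compound overnight, 37 °C, 5% CO2 | Evaluation: GFP/RFP fluorescence ratio | Control set: DMSO and RFP-L50D-GFP cell wells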
Neddylation inh = inhibitors of human cullin neddylation | AID 651699 | P61081+Q13564 | calls only at 25 µM | TR-FRET cullin neddylation, biochemical | 360,000 compounds, 0.58% hits; in the data active = inhibition above about 36%
E coli Lon inh = inhibitors of E. coli Lon protease | P0A9M0 | purified E. coli Lon protease, fluorescence polarization | inhibition, % at 7.94 µM | 360,000 compounds, 0.42% hits; in the data active = inhibition above about 13%, passing the limit was not always enough;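 also: 0% = enzyme with probe and DMSO and 100% = no enzyme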
Target sequence (P0A9M0 whole entry, looked up): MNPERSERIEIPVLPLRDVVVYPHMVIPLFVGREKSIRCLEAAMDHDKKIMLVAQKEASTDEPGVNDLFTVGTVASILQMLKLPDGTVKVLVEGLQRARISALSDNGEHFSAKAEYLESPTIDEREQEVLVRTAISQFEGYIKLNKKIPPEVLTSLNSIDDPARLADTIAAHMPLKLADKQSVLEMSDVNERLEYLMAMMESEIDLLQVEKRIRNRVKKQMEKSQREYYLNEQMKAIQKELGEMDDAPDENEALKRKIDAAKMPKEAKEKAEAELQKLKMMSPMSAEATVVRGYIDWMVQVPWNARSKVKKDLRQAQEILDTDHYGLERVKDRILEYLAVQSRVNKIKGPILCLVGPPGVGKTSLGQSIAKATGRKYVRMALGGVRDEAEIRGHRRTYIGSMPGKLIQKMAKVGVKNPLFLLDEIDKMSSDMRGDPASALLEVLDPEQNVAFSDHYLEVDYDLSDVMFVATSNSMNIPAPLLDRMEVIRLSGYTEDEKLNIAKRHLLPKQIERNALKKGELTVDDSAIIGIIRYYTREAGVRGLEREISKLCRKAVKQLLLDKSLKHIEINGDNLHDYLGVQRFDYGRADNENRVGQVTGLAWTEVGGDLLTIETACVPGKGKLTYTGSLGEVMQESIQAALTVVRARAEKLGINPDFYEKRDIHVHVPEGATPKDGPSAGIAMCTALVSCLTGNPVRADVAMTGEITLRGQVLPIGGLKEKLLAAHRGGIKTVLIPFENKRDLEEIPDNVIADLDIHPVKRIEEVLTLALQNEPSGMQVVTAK
MsrA act = bovine methionine sulfoxide reductase A activation | purified bovine MsrA, absorbance read-out | activation, % at 10.6 µM | 360,000 compounds, 0.3% hits; in the data active = activation above about 7.5%;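 also: 0% = vehicle and 100% = reference activator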
CendR NRP1 mod = NRP-1/CendR interaction modulation | O14786 | FAM-RPARPAR peptide binding to NRP-1, fluorescence polarization | inhibition, % at 25 µM | 360,000 compounds, 0.85% hits;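 active = inhibition or corrected inhibition above about 18%, plus a signal ratio from 0.5 to 1.5, limit read from the data, passing the limit was not always enough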; also: strong numbers were not always called active
Rin1 Abl inh = human Rin1-Abl interaction inhibition. P00519+Q13671. TR-FRET Rin1/Abl binding, biochemical. inhibition, % at 7.35 µM. 360,000 compounds, 0.4% hits; in the data active = inhibition above about 5%, passing the limit was not always enough
SKN-1 inh = inhibitors of C. elegans SKN-1; inhibition, % at 21.8 µM; 360,000 compounds, 0.49% hits; C. elegans VP596 Pgst-4::GFP/RFP ratio, acrylamide-induced, 24 h; AID 624304;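 active = interference check ratio from 0.5 to 1.5 plus GFP to RFP signal ratio inhibition reaching or exceeding a fixed threshold, cut at about 30% in these data, passing the limit was not always enough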; also: some compounds called inactive have numbers as strong as hits
FAS-TE inh = inhibitors of human fatty acid synthase thioesterase domain; recombinant FAS-TE, OMFH fluorogenic substrate, fluorescence endpoint; P49327; 360,000 compounds, 0.67% hits; inhibition, % at 15 µM; AID 602261;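 active = compounds whose normalised, plate-corrected inhibition of enzyme fluorescence in the single-dose primary screen is 50% or more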;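 also: 0% = DMSO with enzyme and 100% = substrate without enzyme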
MLLE-PAM2 inh = inhibitors of microRNA-mediated deadenylation, human PABP1 MLLE binding; P11940; GST-MLLE / FITC-PAM2 fluorescence polarization; inhibition, % at 20 µM; 360,000 compounds, 0.36% hits; AID 588489; in the data active = inhibition above about 35%, passing the limit was not always enough;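 also: plate controls were DMSO wells with GST-MLLE for no effect and wells lacking GST-MLLE protein for full effect; some results filed as inactive read as strong as hits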
* hit, by the source's call; i = inactive; / = not tested or not shown; + = active, no number.

mol | MT1-MMP act inh | Neddylation inh | E coli Lon inh | MsrA act | CendR NRP1 mod | Rin1 Abl inh | SKN-1 inh | FAS-TE inh | MLLE-PAM2 inh
CCOC(=O)c1cnc2c(Cl)cccc2c1NCCN(C)C | -2 | i | -6 | -13 | 1 | -2 | -12 | -6 | 14
Cc1ccc(N(CC(=O)NC(C)(C)C)C(=O)CS(=O)CC(=O)Nc2ccc(F)cc2)cc1 (configuration not stated) | -4 | i | -8 | -2 | 5 | 3 | 6 | -3 | -8
CC(NC(=O)c1cnccn1)c1ccc(S(N)(=O)=O)cc1 (configuration not stated) | -3 | i | -2 | -3 | -8 | -2 | -2 | -6 | -2
CCN(CC)S(=O)(=O)c1ccc(NC(=O)CSc2nnc(-c3ccc(F)cc3)o2)cc1 | -4 | i | -12 | -3 | -1 | 5 | 5 | -6 | -10
COc1cc(/C=N/NC(=O)CN(Cc2ccccc2)S(=O)(=O)c2ccc3c(c2)OCCO3)ccc1O | 3 | i | 5 | -5 | 4 | 2 | 2 | 12 | 8
O=C(Cn1c(=O)oc2cccnc21)Nc1ccc(C(F)(F)F)cc1 | 5 | + | 7 | -2 | -5 | 3 | -1 | 3 | 12
CC(=O)c1ccc(OC(C)C)c(CN2CCCCC2)c1 | 5 | i | -2 | -14 | -12 | 8.6* | -4 | -7 | -3
COc1cc(NC(=NS(=O)(=O)c2ccccc2)c2ccccc2)ncn1 | -2 | i | -2 | 2 | 8 | 4 | 17 | -7 | 8
O=C(c1cc2ccccc2o1)N1CCN(S(=O)(=O)c2c(F)cccc2F)CC1 | 2 | i | -5 | -3 | 33* | 2 | 7 | 11 | 2
CCOc1cc(C(=S)N2CCOCC2)ccc1OS(=O)(=O)c1ccccc1[N+](=O)[O-] | 2 | i | 6 | -7 | -7 | -1 | -6 | 13 | 8
COc1c2ccc(C(=O)NCc3cc(C(F)(F)F)cc(C(F)(F)F)c3)cc2nn1C | 4 | / | 4 | -1 | 28* | 1 | -1 | 0 | 16
COCCCn1c(SCC(=O)N2CCc3ccccc32)nnc1-c1ccoc1C | -10 | i | -6 | -4 | 0 | 2 | 8 | 2 | -12
CNC(=O)Nc1ccc(Cn2cc(C(F)(F)F)ccc2=O)cc1 | 2 | i | -6 | -3 | 3 | 4 | -12 | 0 | -5
O=C(CSc1n[nH]c(=O)[nH]c1=O)N/N=C/C=C/c1ccccc1 | 3 | i | 0 | -6 | -2 | -3 | -2 | -3 | 6
CCOC(=O)c1[nH]c(C)c(C(=O)NC(C)(C)C)c1C | -2 | i | -5 | 6 | 19 | 1 | 6 | -3 | -3
Cc1ccc2c(c1)N(CC(=O)NC1CCCC1)C(=O)C(C)O2 (configuration not stated) | 2 | i | 2 | -3 | 1 | -3 | 16 | -2 | -13
CCOC(=O)CCSc1nc(C)c2cc(OC)ccc2n1 | -1 | i | 1 | 3 | -6 | -3 | 5 | 8 | 2
Cc1ccc2[nH]c(=O)c(CN(Cc3ccco3)C(=O)N3CCOCC3)cc2c1 | 1 | i | 2 | -11 | -1 | 3 | -11 | 0 | 0
S=c1[nH]ncn1NCc1ccc(Cl)cc1Cl | 0 | i | -4 | 0 | -4 | 1 | -2 | -5 | 11
Cc1cccc(C)c1N1C(=O)c2cccc([N+](=O)[O-])c2C1=O | 3 | i | -15 | -3 | -3 | -2 | 0 | 1 | 3
O=C1c2ccccc2C(=O)N1CCCCN(C(=O)c1cc([N+](=O)[O-])cc([N+](=O)[O-])c1)c1ccc(Cl)cc1 | 0 | i | 4 | -7 | 16 | -6 | 14 | 54* | -7
CN(C)Cc1c(C(=O)N/N=C/c2cccc(OCc3ccccc3)c2)nnn1-c1nonc1N | 3 | i | 13 | 1 | 5 | 0 | 24 | -22 | -9
COCCCNS(=O)(=O)c1ccc(OC)c(Cl)c1Cl | 0 | i | -2 | -2 | -17 | -2 | -2 | -6 | -9
CCNc1sc(S(C)(=O)=O)nc1S(=O)(=O)c1ccc(Cl)cc1 | 1 | i | 1 | -2 | 2 | 2 | -8 | 3 | 0
COc1ccc(CN2CCOCC2)cc1Br | 0 | i | -13 | -3 | 8 | 1 | 12 | -4 | -3
CCn1c(CCNC(=O)c2ccc(Cl)cc2)nnc1SCC(=O)NC1CCCC1 | -1 | i | -10 | -2 | 12 | -3 | -3 | -10 | 8
NS(=O)(=O)c1ccc(CCNC(=O)C2CCCO2)cc1 (configuration not stated) | 2 | i | 1 | -1 | 8 | 1 | -10 | -1 | 1
O=C(Nc1cccc(C(=O)O)c1)Nc1ccccc1Cl | -1 | i | 5 | -4 | 2 | -1 | 2 | -2 | -7
C=CCOc1c(Br)cc(/C=C(\C#N)C(N)=O)cc1OC | 2 | i | -13 | -4 | 9 | 0 | -7 | 4 | -8
CC(=O)Nc1c(C(=O)N2CCOCC2)cnn1-c1ccc(C)c(C)c1 | 0 | i | -2 | -2 | 5 | 1 | 7 | -7 | -4

Individual results from the entries so far.
Entry of COc1cc(/C=N/NC(=O)CN(Cc2ccccc2)S(=O)(=O)c2ccc3c(c2)OCCO3)ccc1O under MsrA act: -5
Entry of O=C1c2ccccc2C(=O)N1CCCCN(C(=O)c1cc([N+](=O)[O-])cc([N+](=O)[O-])c1)c1ccc(Cl)cc1 under CendR NRP1 mod: 16
Entry of COCCCn1c(SCC(=O)N2CCc3ccccc32)nnc1-c1ccoc1C under MsrA act: -4

Rin1 Abl inh, entries above that show a hit
SMILES,MT1-MMP act inh,Neddylation inh,E coli Lon inh,MsrA act,CendR NRP1 mod,Rin1 Abl inh,SKN-1 inh,MLLE-PAM2 inh
CC(=O)c1ccc(OC(C)C)c(CN2CCCCC2)c1,5,i,-2,-14,-12,8.6*,-4,-3

Going on with the list:
mol | MT1-MMP act inh | Neddylation inh | E coli Lon inh | MsrA act | CendR NRP1 mod | Rin1 Abl inh | SKN-1 inh | FAS-TE inh | MLLE-PAM2 inh
COc1cc(/C=N/NC(N)=O)ccc1OCC(=O)Nc1cc(C)c(C)cc1Br | 1 | i | 1 | -2 | 3 | 2 | 3 | -1 | -12
O=C(CN(Cc1ccc(F)cc1)C(=O)CNS(=O)(=O)c1ccccc1)NCc1ccco1 | 0 | i | 0 | -3 | 14 | 0 | 4 | -2 | 7
CCN(CC(=O)NCc1ccc(Cl)cc1)C(=O)C1CCN(S(=O)(=O)c2ccc(OC)c(OC)c2)CC1 | -2 | i | -4 | -5 | 8 | 2 | -9 | -4 | -14
CCCCNC(=O)c1c(N)[nH]c(C(=O)c2ccccc2)c1-c1ccc(Cl)cc1 | 3 | i | 1 | -4 | -17 | / | -4 | -3 | /
O=C(Nc1ccsc1C(=O)NC1CC1)c1ccccc1 | 2 | i | -1 | -6 | 3 | 0 | 13 | -6 | -6
CO/N=C/c1c(C(=O)OC)nn(-c2ccccc2)c1Cl | -10 | i | -1 | -3 | -11 | 1 | -7 | 5 | 6
O=C1/C(=C/c2ccco2)N=C(N2CCCCC2)N1c1ccccc1 | -9 | i | -27 | -3 | -10 | 0 | 11 | 9 | -5
Cc1cc(Br)ccc1OCC(=O)NNC(=O)Cc1ccccc1 | 4 | i | -3 | -1 | -14 | -3 | 10 | -1 | -8
CCOC(=O)/C(=N/Nc1ccc(Br)cc1)N1CC(C)OC(C)C1 (configuration not stated) | 1 | i | 8 | -7 | 4 | 2 | 6 | 7 | 17
O=C(/C=C/c1ccc([N+](=O)[O-])cc1)NC1CC2CCC1C2 (configuration not stated) | 0 | i | 1 | -3 | 5 | 3 | 13 | 21 | 13
Cc1nn(C)c(C)c1Sc1ccccc1N | 1 | i | -6 | -2 | 4 | 1 | 9 | -1 | 9
Nc1nonc1C(=O)NCCN=Cc1ccccc1O | 2 | i | -4 | 1 | 5 | -2 | -16 | -5 | -7
Cn1c(CNC(=O)CNC(=O)c2cccc(Cl)c2)cc(=O)n(C)c1=O | 5 | i | -8 | 0 | 0 | 4 | 4 | -4 | 10
CCc1c(C)c2ccc(OCC(=O)OC)cc2oc1=O | 8 | / | 0 | -11 | -5 | -1 | -26 | 11 | 0
CS(=O)(=O)c1ccc(C(=O)OCC(=O)N2CCOCC2)cc1[N+](=O)[O-] | 3 | i | 3 | -3 | -4 | -3 | -7 | -4 | 1
CC(C)OC(=O)c1ccc2ccc(-c3ccccc3)nc2c1 | 0 | i | -16 | -2 | 1 | 1 | 49 | 35 | 1
O=C(NC1(C(F)(F)F)NC(=O)N(c2ccc(F)cc2)C1=O)c1cccs1 (configuration not stated) | -3 | i | 13 | -1 | 10 | 4 | 4 | -6 | 5
O=C1CCCc2c1cc(C(=O)NCc1ccco1)c(=O)n2-c1ccc(Cl)cc1 | -4 | i | -7 | -3 | 6 | 6 | -1 | 10 | 8
NC(=O)c1c(C(F)(F)F)cc(-c2ccccc2)nc1NCCO | 2 | / | -8 | -3 | 7 | 0 | 17 | -4 | 2
CC1CCCCC1NC(=O)COC(=O)c1cc(=O)[nH]c2ccccc12 (configuration not stated) | -3 | i | 5 | 1 | 10 | -1 | 7 | 21 | 19
O=C(C1CCC(CNS(=O)(=O)c2cccc3cccnc23)CC1)N1CCc2ccccc21 (configuration not stated) | -4 | i | -4 | -3 | 2 | -2 | 10 | 31 | 21
Cc1ccc(CNC(=O)c2ccc(S(=O)(=O)N3CCCCC3)cc2)cc1 | -2 | i | 1 | -2 | 0 | -1 | -1 | -1 | -2
CCOc1ccc(S(=O)(=O)N(CC(=O)NCC(F)(F)F)Cc2ccco2)cc1 | 3 | i | -3 | -2 | 0 | -2 | -1 | -11 | 0
COc1ccc(NC(=O)C2CC(=O)N=C(N)S2)cc1 (configuration not stated) | 2 | i | -7 | -2 | 10 | 0 | 26 | -5 | 13
CC(C(=O)N1CCOCC1)n1cc([N+](=O)[O-])cn1 (configuration not stated) | 3 | i | 0 | -3 | -3 | 3 | -3 | -3 | 8
O=C(O)CCC(=O)Nc1cccc(C(=O)c2ccccc2)c1 | 3 | i | -1 | -5 | -4 | -4 | -6 | -6 | -5
COC(=O)c1sc2ccccc2c1N | -2 | / | -14 | -2 | -6 | 0 | 12 | -5 | 37
Cc1ccc(CNC(=O)C2CCC(=O)N2C(C)C)cc1 (configuration not stated) | 3 | i | -5 | -1 | 12 | 0 | -8 | -6 | -10
CCN(CC)c1ccc(/C=C/C(=O)C2C(=O)C=C(C)OC2=O)cc1 (configuration not stated) | -19 | i | -244 | -8 | 135 | 1 | 61 | -2 | i
COC(=O)c1cc(S(=O)(=O)Nc2ccc(C)cn2)c[nH]1 | 5 | i | -1 | -2 | 9 | 2 | -7 | -6 | 5

Reprinted from the part before: 3 compounds, then new ones.
Results follow in this order: MT1-MMP act inh	Neddylation inh	E coli Lon inh	MsrA act	CendR NRP1 mod	Rin1 Abl inh	SKN-1 inh	FAS-TE inh	MLLE-PAM2 inh
Cc1ccc(CNC(=O)C2CCC(=O)N2C(C)C)cc1 (configuration not stated)
  3	i	-5	-1	12	0	-8	-6	-10
CCN(CC)c1ccc(/C=C/C(=O)C2C(=O)C=C(C)OC2=O)cc1 (configuration not stated)
  -19	i	-244	-8	135	1	61	-2	i
COC(=O)c1cc(S(=O)(=O)Nc2ccc(C)cn2)c[nH]1
  5	i	-1	-2	9	2	-7	-6	5
C=C(C)Cn1c(CNC(C)=O)nc2ccccc21
  -3	i	-5	-2	-2	1	-18	-3	9
Cc1ccccc1C(=O)NC1CCS(=O)(=O)C1 (configuration not stated)
  1	i	-9	6	-2	0	15	-7	-1
Cc1ccc(OCC(=O)N(Cc2ccc(N(C)C)cc2)C2CCS(=O)(=O)C2)cc1 (configuration not stated)
  4	i	-7	-3	4	1	25	-2	-9
CC(OC(=O)Cn1cnc2ccccc2c1=O)C(=O)NCc1ccccc1 (configuration not stated)
  3	i	-5	-4	18	-2	-10	1	-17

This is a random part of the collection, and some 4% of all compounds hit somewhere here.
